From PubChem
Sm TGR block: qHTS Assay for the Inhibitors of Schistosoma Mansoni Peroxiredoxins | Schistosoma mansoni thioredoxin glutathione reductase (TGR), Q962Y6 | Potency, µM (doses to about 114 µM), without a hit: at the top dose activity change, negative = inhibition, hits mostly inhibitors | purified TGR, DTNB reduction, TNB absorbance 405 nm | 360,000 tested, 3% active; further: potency means the concentration at half of the fitted maximal effect; nearly all actives have a fitted effect of over 60% in size
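First, TGR (20 nM dispensed) and NADPH were mixed with compound. Second, a 15 min room-temperature incubation followed. Third, further NADPH and then DTNB were added to start the reaction. Finally, TNB absorbance was monitored kinetically.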
Giardia FBPA inh: qHTS Assay for Inhibitors of Fructose-1,6-bisphosphate Aldolase from Giardia Lamblia | purified Giardia FBPA | AID 2451, 2010 | Potency, µM (highest dose often 59.6 µM), inactives show top-dose activity, negative = inhibition, usual class: inhibitors | 290,000 tested, 0.71% active; further: potency means the concentration at half of the fitted maximal effect; nearly all actives have a fitted effect of over 55% in size
Target sequence (A8B2U2 whole entry, looked up): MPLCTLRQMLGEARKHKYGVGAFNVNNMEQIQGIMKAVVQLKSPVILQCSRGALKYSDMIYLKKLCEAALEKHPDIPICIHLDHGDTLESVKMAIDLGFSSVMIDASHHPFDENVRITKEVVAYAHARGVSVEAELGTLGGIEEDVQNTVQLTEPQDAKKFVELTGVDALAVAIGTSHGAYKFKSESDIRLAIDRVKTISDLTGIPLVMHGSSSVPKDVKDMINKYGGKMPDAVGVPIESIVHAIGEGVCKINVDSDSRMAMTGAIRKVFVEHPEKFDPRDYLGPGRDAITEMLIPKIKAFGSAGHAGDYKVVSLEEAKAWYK
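Giardia FBPA (40 nM reagent) was preincubated 10 min at RT with compound (up to 57.5 uM final), then substrate plus GAPDH/TPI/NAD/arsenate coupling system with diaphorase/resazurin was added; resorufin fluorescence (525/598 nm) was read after 20 min.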
AmpC no deterg: qHTS Inhibitors of AmpC Beta-Lactamase (assay without detergent). AmpC nitrocefin hydrolysis, absorbance 480 nm, 0.0001% Triton. Potency, µM (series often up to 57.1 µM), inactives show top-dose activity change, negative = inhibition, usual class: inhibitors. 330,000 tested, 0.52% active. AID 485341, 2010;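 further: potency means the concentration at half of the fitted maximal effect; plate controls were no compound for no effect and no enzyme for full effect; nearly all actives have a fitted effect of over 20% in size; some results filed as inactive show a strong effect at the top dose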
Target sequence (P00811 whole entry, looked up): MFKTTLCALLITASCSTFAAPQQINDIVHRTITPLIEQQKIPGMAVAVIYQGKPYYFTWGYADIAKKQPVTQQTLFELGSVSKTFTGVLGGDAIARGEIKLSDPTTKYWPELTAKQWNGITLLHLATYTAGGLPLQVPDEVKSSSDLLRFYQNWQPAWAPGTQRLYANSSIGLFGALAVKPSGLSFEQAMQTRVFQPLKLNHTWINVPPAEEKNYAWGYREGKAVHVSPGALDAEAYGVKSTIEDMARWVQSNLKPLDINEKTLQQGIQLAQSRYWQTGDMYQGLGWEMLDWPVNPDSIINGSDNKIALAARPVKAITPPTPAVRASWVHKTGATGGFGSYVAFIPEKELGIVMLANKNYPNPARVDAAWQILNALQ
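AmpC (5.3 nM in the dispensed reagent) in 20 mM phosphate pH 7.0 with 0.01% (detergent screen) or 0.0001% Triton X-100 was preincubated with compounds for 15 min at room temperature. Nitrocefin was then added from an 800 uM solution, and hydrolysis was followed at 480 nm.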
AmpC inh detg: qHTS Inhibitors of AmpC Beta-Lactamase (assay with detergent). P00811. AmpC hydrolysis of nitrocefin, absorbance 480 nm, 0.01% Triton. Potency, µM (series often up to 114 µM), without a hit: at the top dose activity change, negative = inhibition, most hits filed as inhibitors. 370,000 tested, 0.041% active;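 further: potency means the concentration at half of the fitted maximal effect; 0% = no-compound wells and -100% = no-enzyme wells; nearly all actives have a fitted effect of over 25% in size; some results filed as inactive show a strong effect at the top dose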
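20 mM phosphate pH 7.0 + 0.01% (detergent screen) or 0.0001% Triton X-100; 5.3 nM AmpC reagent; cpd preinc 15 min RT; nitrocefin (800 uM stock) to start; A480 q20 s × 4 min; Activity was normalised to no-enzyme and no-compound control wells.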
HCMV inh: qHTS Assay for inhibitors of the human cytomegalovirus (HCMV) | activity change, negative = inhibition, % at 57.5 µM | AID 1259415, 2018 | 410,000 tested, 4.5% active | HFF cells, HCMV-luciferase reporter, 72 h; hits give low values; in the data active means activity change below about -60%; inconclusive means no clear call, values can overlap the other calls; inactive means above about -39%
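Inhibition of viral replication was scored as loss of reporter luminescence in HFFs infected with HCMV-luciferase (MOI 1 PFU/cell) for 72 h; compounds tested at 2 doses, normalized to buffer and Salinomycin controls.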
AMA1-RON2 inh: qHTS for Inhibitors of AMA1-RON; Towards Development of Antimalarial Drug Lead: Primary Screen; AlphaScreen AMA1-biotinylated RON2 peptide binding; Potency, µM (titrated, usually from 58.2 µM), without a hit: at the top dose activity change, negative = inhibition, usual class: inhibitors; AID 720542, 2013; 360,000 tested, 0.2% active; Plasmodium falciparum AMA1 (3D7) - RON2 peptide interaction;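 further: potency means the concentration at half of the fitted maximal effect; 0% = vehicle wells and -100% = peptide control; nearly all actives have a fitted effect of over 45% in size; some results filed as inactive show a strong effect at the top dose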
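AMA1 (3D7) with his tag at 25 nM final met compounds first, then biotinylated RON2 peptide at 25 nM; detection used donor plus acceptor beads, 10 µg/mL apiece, read by AlphaScreen after 30 min at room temperature.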
Starred values were filed as active, the others as inactive; ? = inconclusive; . = not tested or not shown; & = joins results of further samples; ! = not active in a repeat; [ ] = another dose, or the depositor's remark. Unless noted, the call rests on the fitted dose curve; in most records, active means well fitted curve in the direction sought with a large enough effect; inconclusive means small, poorly fitted or top-dose-only effect, or another doubt; inactive means no such curve, though single readings can be large; an effect the other way counts as inactive or inconclusive. Unless noted, on the % scale 0 is the no-effect control and ±100 the full control effect.

SMILES | Sm TGR block | Giardia FBPA inh | AmpC no deterg | AmpC inh detg | HCMV inh | AMA1-RON2 inh
COc1cc(S(=O)(=O)NCc2ccccc2)ccc1F | -15% | -1% | -43% | -19% | -4 | 1%
CCCc1ccc2oc(C(=O)NCCc3nc(C(=O)OCC)cs3)c(C)c2c1 | 0% | 9% | 150%[activator] | -8% | 28 | -3%
CCOC(=O)C(NC(C)=O)C(OC(C)=O)c1cccc(N(CCO)CCO)c1 (stereo not drawn) | -23% | 2% | -2% | -8% | ? | 5%
CCOC(=O)c1cccc(NC(=O)CC2C(=O)N(c3ccc(C)cc3)C(=O)N2Cc2cccc(OC)c2)c1 (stereo not drawn) | -10% | . | . | 0% | -6 | .
O=[N+]([O-])c1ccc(Cl)c(S(=O)(=O)NCC2CCCO2)c1 (stereo not drawn) | 2% | 1% | -15% | -14% | 22 | 3%
CCOc1ccc(NC(=O)CSc2oc(-c3cccs3)nc2S(=O)(=O)c2ccc(C)cc2)cc1 | 0% | . | . | 7% | 21 | .
Cc1cc(NC(=O)CCC(=O)N(c2ccccc2)C(C(=O)NC2CCCC2)c2ccccc2C)no1 (stereo not drawn) | -3% | 4% | 5% | -1% | 2 | -3%
COc1ccc(CN2C(=O)c3ccccc3C2C(=O)NCCc2ccccc2)c(OC)c1 (stereo not drawn) | 0%&5% | 0% | -9% | 2%&16% | -32&-7 | -6%
Cc1ccc(N2C(=O)CC(Nc3ccccc3)C2=O)cc1 (stereo not drawn) | -20% | 0% | -1% | 2% | 22 | -1%
CC[C@H]1OC(=O)C[C@@H](O)[C@H](C)[C@@H](O[C@@H]2O[C@H](C)C[C@H](N(C)C)[C@H]2O)[C@@H](CC=O)C[C@@H](C)C(=O)C=C[C@]2(C)O[C@H]2[C@@H]1C | ? | -7% | 130%[activator] | 6% | . | .
CCOc1ccc(NC(=O)c2ccc3[nH]c(C)cc(=O)c3c2)cc1 | -7% | . | . | -8% | -2 | .
Cc1cccc(/C=N/NC(=O)c2ccccc2OCc2cccc(Br)c2)n1 | 2% | 11% | 4% | -6% | 13 | 29%
Cc1ccnc(NC(=O)c2cccc(S(=O)(=O)N3CCCC3)c2)c1 | 9% | . | -12% | 2% | 33 | 9%
CSc1ccccc1NC(=O)COC(=O)c1c[nH]c(=O)[nH]c1=O | 7% | -2% | -3% | 4% | 0 | -12%
COc1ccc(CCNC(=O)CSc2nnc3ccc(-c4ccccn4)nn23)cc1 | 3% | . | -22% | -1% | -28 | 18%
Cc1ccc(C(=O)NCC(=O)OCc2nnc(-c3ccccc3)o2)cc1 | -21% | 5% | -43% | ? | 59 | 6%
CCOC(=O)c1cccc(NS(=O)(=O)c2cnc[nH]2)c1 | -18% | 0% | -13% | -2% | -27 | 1%
Nc1nc2c(C(=O)N3CCOCC3)nnn2c2ccccc12 | 4% | 0% | -9% | 4% | 89 | 0%
CN(C)c1ccc(/C=C2\N=C(C(C)(C)C)OC2=O)cc1 | -17% | 1% | -8% | -11% | 41 | -5%
Cc1cc(Nc2ccc(N3CCOCC3)cc2)c2cccc(C)c2n1 | -17% | -9% | -9% | -7% | ? | -27%
O=C(NCC(=O)N1CCCC(C(F)(F)F)C1)c1ccc(Br)o1 (stereo not drawn) | 4% | . | -17% | ? | -29 | 49%[activator]
CCOc1ccc(CCNC(=O)c2nnn(CC(=O)Nc3c(C)cc(C)cc3C)c2N)cc1OCC | -9% | 6% | 6% | -5% | ? | 12%
Cc1cccc(C(=O)NCc2nnc(SCc3ccc(F)cc3)n2C)c1 | . | 3% | 17% | -11% | 26 | 7%
N=c1c[n+](C2CCCCC2)[n-]o1 | 2% | 0% | -22% | ? | 15 | 6%
O=C(COC(=O)C1COc2ccccc2O1)Nc1ccc2c(c1)CCC2 (stereo not drawn) | -16% | -2% | -10% | -13% | -30 | 6%
COc1cc(C#N)ccc1OCC(=O)N1CCc2ccccc2C1 | -1% | 7% | 0% | -2% | -3 | -4%
CC1(C)NC(=O)N(CCCCSc2ccc(Cl)cc2)C1=O | 11% | 3% | 81%[activator] | ? | ? | 2%
COCCNC(=S)N/N=C(\C)c1cc2ccccc2o1 | -12% | 3% | -10% | 0% | -28 | 26%[11.6 µM]
CCOCCCNC(=O)Cc1ccc(-n2c(CC)nc3cccnc32)cc1 | 9% | -5% | -4% | -1% | -17 | 0%
CCCCCN(C(=O)CCC(=O)OCC(=O)c1ccc(CCC)cc1)c1c(N)n(CCCC)c(=O)[nH]c1=O | -10% | . | 53% | -20% | -7 | 1%
Cc1nn(-c2ccccc2)c(Cl)c1C(=O)NNC(=O)c1ccncc1 | 1% | . | -4% | 9% | -35 | 31%[activator]
CC(C)(C)c1ccc(C(=O)CSc2nc3ccccc3c(=O)[nH]2)cc1 | 2% | -11% | -14% | 0% | -12 | 1%
O=C(OCc1ccccc1Cl)c1ccc(-c2nnn(Cc3ccccc3Cl)n2)cc1 | 0% | . | . | -3% | -4 | .
Cc1cc(S(=O)(=O)NC(C)C)ccc1OCC(=O)N1CCN(Cc2ccc3c(c2)OCO3)CC1 | -12% | 4% | 82%[activator] | 1% | -84* | 9%
CC(C)(C)CC(C)(C)NC(=S)NC1CCN(Cc2ccccc2)CC1 | -2% | 6% | 33% | 3% | ? | -10%
CC(C)CCNC(=O)C(c1ccc(O)cc1)N(Cc1ccco1)C(=O)CCC(=O)Nc1nccs1 (stereo not drawn) | -12% | -2% | -23% | 2% | -21 | 25%
CCC(OC(=O)c1nsc(Cl)c1Cl)C(=O)NC(C)(C)C (stereo not drawn) | 4% | 2% | -4% | 3% | 0 | 3%
Cc1noc(C)c1S(=O)(=O)N1CCCC(C(=O)NCC2CCCO2)C1 (stereo not drawn) | 0% | 5% | -3% | 3% | -13 | -20%
C[C@@H]1NC(=O)c2cc([N+](=O)[O-])cc(I)c2OCC[C@@H](C(N)=O)NC(=O)[C@H](CCCCN)NC1=O | -13% | 4% | -26% | ? | . | -2%
CCCCCCCn1c(=O)c(C(=O)Nc2cnccn2)c(O)c2ccccc21 | 2% | -4% | -24% | 5% | -62* | 18%

Filtered by structure, the compounds so far with a nitro group on carbon
SMILES | Sm TGR block | Giardia FBPA inh | AmpC no deterg | AmpC inh detg | HCMV inh | AMA1-RON2 inh
O=[N+]([O-])c1ccc(Cl)c(S(=O)(=O)NCC2CCCO2)c1 (stereo not drawn) | 2% | 1% | -15% | -14% | 22 | 3%
C[C@@H]1NC(=O)c2cc([N+](=O)[O-])cc(I)c2OCC[C@@H](C(N)=O)NC(=O)[C@H](CCCCN)NC1=O | -13% | 4% | -26% | ? | . | -2%

The list goes on.
SMILES | Sm TGR block | Giardia FBPA inh | AmpC no deterg | AmpC inh detg | HCMV inh | AMA1-RON2 inh
Cc1cc(C)c(C(N)=O)c(Nc2cccc(Cl)c2)n1 | -8% | -1% | 9% | -15% | 25 | 1%
O=C(NCc1cccs1)C1CCCN1C(=O)Nc1ccccc1Cl (stereo not drawn) | -1% | -5% | -12% | -12% | -25 | 9%
Cc1ccc(Cl)cc1NC(=O)CN1C=NS(=O)(=O)c2ccccc21 | 1% | . | . | -6% | 0 | .
CC(=O)c1ccc(NC(=O)C2CCCN(S(=O)(=O)c3ccc(-n4cnnn4)cc3)C2)cc1 (stereo not drawn) | 12% | 13% | -2% | 8% | 6 | 2%
COc1ccc(NCc2cc(=O)oc3cc(NC(C)=O)ccc23)cc1 | -1% | -7% | -8% | 6% | 14 | -4%
COc1ccc(OC)c(NC(=O)CSc2nc3ccccc3c(=O)n2CCNC(C)=O)c1 | -7% | -5% | 152%[activator] | -4% | 17 | -4%
CC(C)(C)NCc1ccccc1OCc1cccs1 | 1% | 2% | -6% | 0% | 35 | 3%
Cc1ccc(CNC(=O)[C@@H]2CCC(=O)N2Cc2ccco2)cc1 | ? | -1% | -4% | -12% | 45 | -13%
COC(=O)c1sc(NC(=O)c2cc3c(s2)CCCC3)nc1C | -5% | 4% | -13% | -3% | -15 | 10%
CC(C/C=N/NC(=O)COc1cc(Cl)ccc1Cl)c1ccccc1 (stereo not drawn) | 3% | 4% | 3% | 1% | 27 | 97%[activator]
CCN(CC(=O)Nc1ccccc1OC)C(=O)C1CC2C=CC1C2 (stereo not drawn) | -11% | 3% | . | -4% | 3 | 4%
COc1ccc(S(=O)(=O)N2c3ccccc3OCC2C(C)(C)C)cc1 (stereo not drawn) | 2% | 0% | -28% | ? | -19 | -17%
CCOC(=O)C(C(=O)OCC)N(C#N)c1nc(C)cc(C)n1 | 2% | -4% | -9% | 4% | ? | -4%
O=C(CSc1nnc(-c2ccccc2)o1)NC(=O)Cc1ccccc1 | . | . | -8% | . | 40 | 15%
COc1ccc(CNC(=O)/C(C#N)=C/c2cccc(OC)c2OC)cc1 | -9% | 13% | -17% | -2% | -84* | 9%
CN(CC(=O)NCCc1ccc(S(N)(=O)=O)cc1)c1ccccc1 | 5% | 4% | -9% | -2% | 7 | 4%
O=C1CCNc2c(Cl)cccc21 | -4% | -2% | -9% | -1% | -4 | 4%
COc1cccc(CC(=O)N2CCC(CCC(=O)Nc3cccc(OC)c3)CC2)c1 | 77%[activator] | . | 57% | 0% | -4 | -4%
COc1cc(/C=N/OCC(=O)NC2CCCCC2)ccc1OCc1ccccc1 | 4% | 1% | 50% | -5% | 2 | 14%
CC(Cc1n[nH]c(=S)n1N)c1ccccc1 (stereo not drawn) | 21% | ? | -3% | 3% | 2 | 94%[activator]
C=C(C)CN(CC)C(=O)CC1C(=O)NCCN1Cc1c(F)cccc1Cl (stereo not drawn) | 3%[57.1 µM] | 8% | 44% | 1% | 6 | 6%
CCOC(=O)CSc1nc(C)cc(=O)[nH]1 | -1% | ? | . | -8% | 27 | 12%
Cc1c(F)cccc1NS(=O)(=O)c1ccccc1C#N | 9% | 2% | -12% | ? | -15 | -2%
COc1ccc(C(=O)NC(=S)Nc2ccccc2N2CCOCC2)cc1[N+](=O)[O-] | -4% | -2% | -22% | 0% | -3 | -1%[2.32 µM]
CCN(c1ccccc1)S(=O)(=O)c1ccc2ccccc2c1 | 0% | 7% | -36% | -6% | -20 | 7%
CCc1nn(CC(=O)NCCc2ccc(OC)cc2OC)c(=O)c2cc3occc3n12 | 0%&-1% | . | -8% | ? | -62*! | -9%
Cn1cnnc1SCC(=O)c1ccc2c(c1)NC(=O)CO2 | ? | . | -21% | 4% | -8 | -6%

Full records as entered above. Order of screens: Sm TGR block	Giardia FBPA inh	AmpC no deterg	AmpC inh detg	HCMV inh	AMA1-RON2 inh
C=C(C)CN(CC)C(=O)CC1C(=O)NCCN1Cc1c(F)cccc1Cl (stereo not drawn) across the screens: 3%[57.1 µM]	8%	44%	1%	6	6%
CCN(c1ccccc1)S(=O)(=O)c1ccc2ccccc2c1 across the screens: 0%	7%	-36%	-6%	-20	7%
